Anthrax LF inh2: inhibitors of Bacillus anthracis lethal factor protease; multiplex microsphere protease cleavage assay, LF; inhibition, % at 10 µM; 0.12% of 360,000 active; also: plate controls were buffer without enzyme for full effect and enzyme alone for no effect
Vc quorum ag: induces V. cholerae light production without autoinducers; V. cholerae BH1578 lux reporter, luminescence, 6 h; activation, % at 18.7 µM; 0.16% of 350,000 active; AID 588436; in the data active = activation mostly above about 9.7%, no sharp cut-off; inconclusive = no clear call, values can overlap the other calls; inactive = mostly below about 3.7%; also: not every result past the cut was called active; inactives centre near 0; reference of the scale not given here
CCHFV vOTU inh: blocks the CCHF virus ovarian tumor domain protease. inhibition, % at 11.5 µM. CCHFV vOTU protease, Pep-AMC fluorescence. AID 651958. 0.55% of 370,000 active; in the data active = inhibition above about 30%; also: 0% = vehicle wells with enzyme and 100% = no enzyme wells
PfHsp40 rescue: compounds rescuing yeast from Plasmodium falciparum HSP40 toxicity. AID 504582. S. cerevisiae expressing PfHsp40, growth rescue, ATP luminescence. 0.68% of 340,000 active. growth rescue, % at 12.5 µM; in the data active = growth rescue above about 28%, passing the limit was not always enough; inconclusive = no clear call, values can overlap the other calls;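 also: yeast W303a lacking pdr1 and pdr3 grown in galactose medium; growth measured after three days at 30 °C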
SARS 3CLpro inh: SARS-CoV 3CLpro protease inhibition | P0C6X7 | AID 1706 | recombinant SARS-CoV 3CLpro, quenched FRET peptide cleavage | 0.14% of 290,000 active | inhibition, % at 6 µM; in the data active = inhibition above about 12%
Y pestis TopoI: blocks Yersinia pestis topoisomerase I activity; Y. pestis Topo-I cleavage product accumulation, plate reader; activity, % at 10 µM; 0.064% of 360,000 active; AID 504884; in the data active = activity above about 50%, passing the limit was not always enough; inconclusive = no clear call, values can overlap the other calls; also: inactives centre near 2
SSB-PriA inh: blocks PriA binding to SSB C-terminal tail; AlphaScreen SSBct-PriA binding, biotinylated peptide; inhibition, % at 33 µM; 0.6% of 430,000 active; AID 1272365; in the data active = inhibition mostly above about 37%, no sharp cut-off; inactive = mostly below about 20%;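 also: plate controls were negative control peptide for no effect and reference peptide for full effect; strong numbers were not always called active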
DUSP3 inh: blocks human VHR1 dual specificity phosphatase; P51452; recombinant VHR phosphatase, pNPP absorbance; inhibition, % at 13.3 µM; 0.52% of 290,000 active; AID 1654; in the data active = inhibition above about 50%; also: some compounds called inactive have numbers as strong as hits
TcdB GH inh: TcdB glycohydrolase inhibition. P18177. TcdB glycohydrolase enzymatic assay, plate reader. inhibition, % at 9.99 µM. 0.24% of 350,000 active; in the data active = inhibition above about 10%
BoNT-A LC inh2: inhibitors of Botulinum neurotoxin A light chain protease | multiplex microsphere protease substrate cleavage, flow cytometry | inhibition, % at 10 µM | 0.17% of 360,000 active; also: plate controls were buffer without enzyme for full effect and enzyme alone for no effect
Active calls of the source: *; i = inactive; ? = inconclusive; . = not tested or not shown; & = joins results of further samples. Rule as the data show it, unless noted: active = inhibition above about 30%; inconclusive = no clear call, values can overlap the other calls; inactive = below that. These rows are one share of the data; count on the stated rates, not on these rows.

SMILES	Anthrax LF inh2	Vc quorum ag	CCHFV vOTU inh	PfHsp40 rescue	SARS 3CLpro inh	Y pestis TopoI	SSB-PriA inh	DUSP3 inh	TcdB GH inh	BoNT-A LC inh2
CCOC(=O)c1c(CSc2ccsc2)n(C)c2cc(Br)c(O)c(CN(C)C)c12	3	-0.7	2	-0.4	-4	14	32	8	2.3	0.9
Fc1ccccc1Oc1nc(-c2ccncc2)nc2ccccc12	-4	i	5	-0.4	5	3	2	-2	0.1	?
Cc1ccc(S(=O)(=O)NCCC(=O)NCC(c2cccs2)N2CCOCC2)cc1 (configuration not stated)	1	-2.3	-1	0.4	.	-5	4	.	0.9	5.4
COc1ccccc1NC(=S)NC(=O)CC(C)C	-4	i	8	1.9	4	3	-27	-6	.	-0.1
COc1ccccc1/C=C1/SC(=O)N(CCC(=O)Nc2ccc(S(=O)(=O)Nc3nccs3)cc2)C1=O	-4	-0.4	16	-0.7	6	30	-10	0	-1.3	-1.6
O=C(c1ccco1)N1CCN(c2nc(C3CC3)nc3sc4c(c23)CCCC4)CC1	-1	-7.1	.	1.1	-2	19	11	22	.	0.4
O=C(Cn1cnc2c(nnn2Cc2ccccc2)c1=O)c1ccccc1	-8	i	-6	1.8	1	0	2	22	4.3	0.3
CN1CCC(=C(c2ccccc2)c2ccc(Br)cc2)CC1	-5	-0.6	20	0.8	.	-5	0	.	0.7	-0.6
O=C(CSc1ccc(-c2ccco2)nn1)c1ccc(F)cc1	-4	-0.8	18	-0.2	1	-1	7	-1	.	3.4
CCOC(CCNC(=O)c1cn(C)c(=O)c2c1c1ccccc1n2C)OCC	69*	i	2	-0.5	-4	-2	1	.	-0.9	6.6
Cc1cc(/C=C2\NC(=O)N(Cc3ccc(Cl)cc3)C2=O)c(C)n1C	-2	-0.3	-4	-1.7	9	-9	-2	-2	.	-0.4
O=C(NCCN1CCCC1)c1ccc(Cl)cc1	-2	i	2	-1.1	-3	-1	4	15	0.6	0.9
CN(C)CCNC(=O)c1cc2c(=O)n(C)c3ccccc3c2n1C	-7	-0.5	-1	-1.3	-5	3	-3	-4	0.5	-0.3
O=C(NN=C1CCCC1)c1[nH]c2ccc(Br)cc2c1-c1ccccc1	.	.	-8	.	8	.	3	6	0.4	.
COc1ccc(CNC(=O)C[C@@H]2C[C@H]3c4cc(NC(=O)C5CCC5)ccc4O[C@H]3[C@@H](CO)O2)cc1	-3	-0.2	-5	.	.	5	.	.	-0.3&0.8	-0.3
Cc1cc(C)cc(N(CC(=O)Nc2ccccc2-c2ccccc2)S(=O)(=O)c2ccccc2)c1	0	i	-13	-1.2	4	23	-6	1	.	-2.2
O=C(O)c1cc(-c2ccc(Cl)c(Cl)c2)n(-c2ccccc2)n1	5	i	6	1.0	6	13	0	-9	4.0	-5.2
O=C(NCc1ccncc1)c1c(F)c(F)c(F)c(F)c1F	1	-1.7	2	-1.6	-1	-2	-5	-8	.	0.2
COC(=O)c1cc2nc(-c3ccc(C)cc3)cc(C(F)(F)F)n2n1	0	-0.5	-3	-0.7	3	-2	-19	-9	1.5	2.5
CC(C)(CNC(=O)c1sc2cc(Cl)ccc2c1Cl)N1CCOCC1	-1	0.2	-5	-0.1	.	5	-7	.	9.4	-1.7
O=C(Nc1cccc(Cl)c1Cl)c1snnc1-c1ccccc1	-2	i	4	1.4	2	0	-18	0	.	0.3
COc1ccc(S(=O)(=O)N2CCC(NC(=O)OCc3c(Cl)cccc3Cl)CC2)cc1	1	1.9	-13	0.6	6	15	-4	-5	.	1.2
COc1ccc(NC(=O)C(c2ccc(C)cc2)N(C)C(=O)CC2NC(=O)NC2=O)cc1 (configuration not stated)	-3	-0.4	-4	1.4	4	-2	-15	-10	.	0.5
CC(C#Cc1ccc2c(c1)COc1c3ccccc3nn1-2)OC(C)(C)C (configuration not stated)	-8	0.3	-4	0.5	.	4	6	.	-0.4	-1.1
O=C(NCC(=O)N(Cc1ccccc1)C(C(=O)NCC1CCCO1)c1ccccc1)c1cccs1 (configuration not stated)	1	i	10	-0.7	-4	7	-4	2	.	-0.9
CCC1(NS(=O)(=O)c2ccc(N)cc2)C(=O)N(C)C(=O)N(C)C1=O	-1	-1.9	-9	-0.1	.	7	-10	.	1.0	0.0
COc1cc(C(C)=O)ccc1OCc1nnc(-c2ccccc2Br)o1	2	0.6	10	0.1	4	21	-5	14	1.7	-0.1
COC(=O)Cc1[nH]n(-c2ccccc2)c(=O)c1C=Nc1ccc(C)cc1	1	0.1	-4	1.8	2	-4	-2	-18	-0.5	1.0
Cn1c(SCc2ccccc2)nnc1-c1ccco1	-11	-2.0	-5	-0.2	-7	7	-2	14	0.8	0.5
CCOC(=O)Cc1nnc2c(Nc3ccc(Cl)cc3)nc3nonc3n12	1	-0.3	-1	9.2	4	-8	-3	-5	.	-1.5
O=C(NNC(=O)c1ccc(-c2ccccc2)cc1)Nc1ccccc1	-2	-0.6	-9	-1.2	.	-3	-4	.	0.0	-0.8
O=C(Nc1cccc(O)c1)c1ccc(NC(=O)C2CCCO2)cc1 (configuration not stated)	-4	-0.5	-2	-2.2	-6	1	3	25	4.3	-0.9
Nc1ccccc1C(=O)Nc1ccc(Cl)cc1Cl	16	-6.2	-12	-0.2	3	-6	-18	3	-0.9	-2.4
Cc1nc2ccc(NC(=O)NCc3ccco3)cc2s1	2	-0.2	-9	0.5	-1	-6	-10	2	1.0	?
C[C@]12CC[C@H](O)CC1=CCC1C2CC[C@@]2(C)C1C[C@@H]1CC(=O)O[C@@H]12 (some centres not stated)	5	i	-4	0.3	.	8	1	.	0.7	-1.2
Cc1nnc(Oc2ccc([N+](=O)[O-])cc2)c2ccccc12	5	i	-2	-0.7	-2	5	-20	-7	0.1	0.8

Another view of part of the listing above.
compound,Anthrax LF inh2,Vc quorum ag,CCHFV vOTU inh,PfHsp40 rescue,SARS 3CLpro inh,Y pestis TopoI,SSB-PriA inh,DUSP3 inh,TcdB GH inh,BoNT-A LC inh2
CN(C)CCNC(=O)c1cc2c(=O)n(C)c3ccccc3c2n1C,-7,-0.5,-1,-1.3,-5,3,-3,-4,0.5,-0.3
O=C(NN=C1CCCC1)c1[nH]c2ccc(Br)cc2c1-c1ccccc1,.,.,-8,.,8,.,3,6,0.4,.
COc1ccc(CNC(=O)C[C@@H]2C[C@H]3c4cc(NC(=O)C5CCC5)ccc4O[C@H]3[C@@H](CO)O2)cc1,-3,-0.2,-5,.,.,5,.,.,-0.3&0.8,-0.3
Cc1cc(C)cc(N(CC(=O)Nc2ccccc2-c2ccccc2)S(=O)(=O)c2ccccc2)c1,0,i,-13,-1.2,4,23,-6,1,.,-2.2
O=C(O)c1cc(-c2ccc(Cl)c(Cl)c2)n(-c2ccccc2)n1,5,i,6,1.0,6,13,0,-9,4.0,-5.2
O=C(NCc1ccncc1)c1c(F)c(F)c(F)c(F)c1F,1,-1.7,2,-1.6,-1,-2,-5,-8,.,0.2
COC(=O)c1cc2nc(-c3ccc(C)cc3)cc(C(F)(F)F)n2n1,0,-0.5,-3,-0.7,3,-2,-19,-9,1.5,2.5
CC(C)(CNC(=O)c1sc2cc(Cl)ccc2c1Cl)N1CCOCC1,-1,0.2,-5,-0.1,.,5,-7,.,9.4,-1.7
O=C(Nc1cccc(Cl)c1Cl)c1snnc1-c1ccccc1,-2,i,4,1.4,2,0,-18,0,.,0.3
COc1ccc(S(=O)(=O)N2CCC(NC(=O)OCc3c(Cl)cccc3Cl)CC2)cc1,1,1.9,-13,0.6,6,15,-4,-5,.,1.2
COc1ccc(NC(=O)C(c2ccc(C)cc2)N(C)C(=O)CC2NC(=O)NC2=O)cc1 (configuration not stated),-3,-0.4,-4,1.4,4,-2,-15,-10,.,0.5
CC(C#Cc1ccc2c(c1)COc1c3ccccc3nn1-2)OC(C)(C)C (configuration not stated),-8,0.3,-4,0.5,.,4,6,.,-0.4,-1.1
O=C(NCC(=O)N(Cc1ccccc1)C(C(=O)NCC1CCCO1)c1ccccc1)c1cccs1 (configuration not stated),1,i,10,-0.7,-4,7,-4,2,.,-0.9
CCC1(NS(=O)(=O)c2ccc(N)cc2)C(=O)N(C)C(=O)N(C)C1=O,-1,-1.9,-9,-0.1,.,7,-10,.,1.0,0.0
COc1cc(C(C)=O)ccc1OCc1nnc(-c2ccccc2Br)o1,2,0.6,10,0.1,4,21,-5,14,1.7,-0.1
COC(=O)Cc1[nH]n(-c2ccccc2)c(=O)c1C=Nc1ccc(C)cc1,1,0.1,-4,1.8,2,-4,-2,-18,-0.5,1.0

2 of these compounds in another layout.
Structure,Anthrax LF inh2,Vc quorum ag,CCHFV vOTU inh,PfHsp40 rescue,SARS 3CLpro inh,Y pestis TopoI,SSB-PriA inh,DUSP3 inh,TcdB GH inh,BoNT-A LC inh2
CCOC(=O)Cc1nnc2c(Nc3ccc(Cl)cc3)nc3nonc3n12,1,-0.3,-1,9.2,4,-8,-3,-5,.,-1.5
O=C(NNC(=O)c1ccc(-c2ccccc2)cc1)Nc1ccccc1,-2,-0.6,-9,-1.2,.,-3,-4,.,0.0,-0.8

Following part
SMILES	Anthrax LF inh2	Vc quorum ag	CCHFV vOTU inh	PfHsp40 rescue	SARS 3CLpro inh	Y pestis TopoI	SSB-PriA inh	DUSP3 inh	TcdB GH inh	BoNT-A LC inh2
O=C(NN1CCOCC1)c1cc(-c2ccc(Cl)c(Cl)c2)nc2ccccc12	-5	-0.6	3	-1.3	4	-4	-4	1	.	-0.8
O=Cc1c(C(=O)O)n(Cc2ccc(Cl)cc2)c2ccccc12	-1	-0.4	13	-1.0	4	8	2	-4	.	1.2
Cc1ccc(S(=O)(=O)N2[C@H](c3ccc(Cl)cc3)CC(=O)[C@@H]3CN(S(=O)(=O)c4ccccc4C)[C@H](c4ccc(Cl)cc4)C[C@@H]32)cc1	4	.	5	.	.	.	.	.	1.1	-0.2
Cc1cc(CC(=O)O)n(C)c1C(=O)c1ccc(Cl)cc1	1	-0.5	-3	-2.0	.	-2	12	.	-0.8	-0.3
O=C(NCc1ccco1)C1CCN(S(=O)(=O)c2ccc(-n3cnnn3)cc2)CC1	-2	0.7	-7	-1.3	0	-7	-9	10	.	-0.3
Cc1cc(C)cc(C(=O)NCC(=O)N2CCC(C(N)=O)CC2)c1	1	2.8	-12	-0.5	.	-2	-4	.	0.1	2.5
CC(C)(C)c1ccc(C(=O)C2CCCN(C(=O)c3ccccn3)C2)cc1 (configuration not stated)	-1	-0.2	11	-0.4	-3	18	1	6	1.0	-1.2
CCn1c(=O)n(CCc2ccccc2)c(=O)c2c3c(sc21)CCCC3	-2	-0.2	.	-0.4	2	6	-8	22	1.6	1.6
O=C(c1ccco1)N1CCN(S(=O)(=O)c2ccc(Oc3ccccc3)cc2)CC1	-2	-4.2	0	2.4	-4	16	18	-8	2.2	-1.7
N#CCc1c(C#N)c(N)nc(Nc2ccccc2)c1C#N	-4	-0.3	2	0.6	3	6	-11	7	1.3	1.0
Cc1ccccc1-c1cc2nc(C)c(Cl)c(=O)n2[nH]1	9	i	-6	-0.3	.	-3	-9	.	-1.1	-4.7
Cc1ccc(S(=O)(=O)N2[C@@H](c3cccc(Cl)c3)C(C(=O)O)=CC[C@H]2c2cccs2)cc1	3	-0.4	7	4.1	.	7	-7	.	-1.4	-0.3
O=C(NCCN1CCN(C(=O)Nc2ccccc2)CC1)Nc1ccccc1	9	-0.4	-4	0.0	3	-7	-4	8	2.0	-0.3
O=C(NCCS(=O)(=O)NCc1cccnc1)c1ccccc1	?	1.6	-6	-0.2	.	5	-8	.	1.1	?
CC(C)NC(=O)C1CCCN(c2nnc(-n3cccc3)s2)C1 (configuration not stated)	10	-0.2	-1	0.1	-3	-8	-10	-4	1.7	0.4
O=C(COc1ccc(Cl)cc1Cl)NC(=O)NC1CCCC1	0	i	5	-0.8	.	13	-9	.	0.3	0.2
COc1ccc(-c2cc3c(=O)n(CC(=O)Nc4cccc(Cl)c4)ncn3n2)cc1	-4	i	-16	0.8	1	2	0	1	-0.2	1.4

Assay outcomes (PubChem BioAssay)
